Giardia FBPA inh = qHTS Assay for Inhibitors of Fructose-1,6-bisphosphate Aldolase from Giardia Lamblia. Potency, µM (titrated, usually from 59.6 µM), inactives show at the highest dose activity, negative = inhibition, hits mostly inhibitors. purified Giardia FBPA. actives 0.71% (n = 290,000). A8B2U2. AID 2451, 2010; note: potency is the fitted concentration of half-maximal effect; % is set by controls: 0 for no effect and ±100 for the full control effect; nearly all actives have a fitted effect of over 55% in size
Target sequence (A8B2U2 whole entry, looked up): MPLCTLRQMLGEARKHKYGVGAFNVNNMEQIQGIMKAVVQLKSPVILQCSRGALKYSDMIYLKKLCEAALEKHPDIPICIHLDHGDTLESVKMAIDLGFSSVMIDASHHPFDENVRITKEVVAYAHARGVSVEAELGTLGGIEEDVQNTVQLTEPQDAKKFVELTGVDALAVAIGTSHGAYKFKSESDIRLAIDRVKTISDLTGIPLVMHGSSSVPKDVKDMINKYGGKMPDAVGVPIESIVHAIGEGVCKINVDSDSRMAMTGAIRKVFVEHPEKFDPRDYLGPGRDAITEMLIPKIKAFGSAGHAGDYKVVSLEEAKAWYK
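40 nM FBPA preincubated 10 min at RT with compound (up to 57.5 uM final), then substrate plus GAPDH/TPI/NAD/arsenate coupling and diaphorase/resazurin added. Fluorescence read after 20 min at RT, 525/598 nm.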
Pf growth 48h = Primary qHTS for delayed death inhibitors of the malarial parasite plastid, 48 hour incubation; actives 5.9% (n = 310,000); AID 504832, 2011; Potency, µM (top dose mostly 28.7 µM), for inactives: at the highest dose activity change, negative = inhibition, usual class: inhibitors; P. falciparum luciferase growth in erythrocytes, 48 h; note: potency is the fitted concentration of half-maximal effect; % is set by controls: 0 for no effect and ±100 for the full control effect
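Read-out is firefly luciferase luminescence from an integrated reporter in P. falciparum, so falling signal marks reduced parasite growth. Infected erythrocytes were at 2% hematocrit and 0.1% parasitemia (final) in Albumax-supplemented RPMI 1640.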
Pf growth 96h = Primary qHTS for delayed death inhibitors of the malarial parasite plastid, 96 hour incubation; P. falciparum luciferase reporter growth, 96 h; Potency, µM (doses to about 28.7 µM), for inactives: at the highest dose activity change, negative = inhibition, actives largely listed as inhibitors; actives 6.9% (n = 320,000); AID 504834, 2011; note: potency is the fitted concentration of half-maximal effect; % is set by controls: 0 for no effect and ±100 for the full control effect
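Compounds incubated with erythrocytes infected by luciferase-expressing P. falciparum (2% hematocrit, 0.05% parasitemia final) for 96 hours, 37 C in 5% CO2. Growth inhibition scored as decreased luciferase luminescence.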
Shiga inhibitor = A qHTS for Small Molecule Inhibitors of Shiga Toxin; actives 9.2% (n = 290,000); inhibition, % at 38.7 µM; Vero cells, Shiga toxin protein synthesis inhibition reporter; in the data active = inhibition mostly above about 28%, no sharp cut-off; inactive = mostly below about 43%; note: 0% is about no effect
Cycloheximide cs = Cycloheximide Counterscreen for Small Molecule Inhibitors of Shiga Toxin; cell reporter, cycloheximide protein synthesis inhibition counterscreen; max response, %; actives 12% (n = 300,000); AID 2314, 2010; in the data active = max response mostly above about 13%, no sharp cut-off; inactive = mostly below about 14%; note: read at 38.3 µM for the half of the compounds with a filed dose; 0% is about no effect
HCV inhibitor = qHTS Assay for Inhibitors of Hepatitis C Virus (HCV); Huh7.5.1 HCVcc-Cre infection, luciferase reporter, 44 h; Potency, µM (doses to about 41.8 µM), for inactives: at the top dose activity change, negative = inhibition, most hits filed as inhibitors; actives 3.4% (n = 340,000); note: potency is the fitted concentration of half-maximal effect; % is set by controls: 0 for no effect and ±100 for the full control effect
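Antiviral activity was scored by luciferase reporter output from cells infected with HCVcc-Cre (~0.5 moi) in presence of compound, 44 h infection period, cells seeded 1,000/well 4 h prior.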
Starred values were filed as active, the others as inactive; i = inactive; ? = inconclusive; / = no result given; & = joins results of further samples; [ ] = remark or other dose. Unless noted, calls come from the whole dose curve; as a rule, active = well fitted curve in the direction sought with a large enough effect; inconclusive = small, poorly fitted or top-dose-only effect, or another doubt; inactive = no such curve, though single readings can be large; an effect the other way counts as inactive or inconclusive.

Molecule	Shiga inhibitor	Giardia FBPA inh	Pf growth 96h	Pf growth 48h	Cycloheximide cs	HCV inhibitor
Cc1ccc(C)n1-c1ccc(N2CCOCC2)cc1	71	?	?	10µM*	22*	?
Cc1cccc(C)c1NC(=S)N(CCN(C)C)C(C)c1ccccn1 (stereo unspecified)	-7	9%	?	-16%	-4	22%
Cc1ccc(NC(=O)C2C3C=CC4(O3)C2C(=O)N(CCN2CCOCC2)C4C(=O)NC2CCCCC2)cc1C (stereo unspecified)	-2	8%	?	-5%	-11	?
CC(=O)N1CCOc2ccc(S(=O)(=O)Nc3cccc(C)c3)cc21	27	2%	?	3%	-1	-1%
CC(C)c1nnc(NC(=O)CCc2ccccc2)s1	28	7%	0%	22%	19*	12%
COC(=O)c1sc(SC)c2c1CC(C)(C)C/C2=N/O	-8	0%	0%	9%	1	-30%
COc1ccccc1N1CCN(CC(O)COc2ccc(C)c(C)c2)CC1 (stereo unspecified)	23	-20%	23%	10%[0.00184 µM]	-3	-18%
CCOC(=O)C1(Cc2ccccc2C)CCCN(C(=O)CCn2nccc2C)C1 (stereo unspecified)	19	1%	-12%	-3%	-3	?
COc1cc(/C=N/NS(=O)(=O)c2ccc3ccccc3c2)ccc1OCc1ccc(C(=O)O)cc1	119*	26%	i	478%[activator]	63*	-1%
COC(=O)CC1Nc2ccccc2SC1=O (stereo unspecified)	-10	4%	?	/	-5	9%
COc1ccc(C(CNC(=O)C2COc3ccccc3O2)N2CCCC2)cc1 (stereo unspecified)	/	/	?	-24%	/	5%
CCOC(=O)Cn1nc(C)c(NC(=O)c2ccc(Cl)c([N+](=O)[O-])c2)c1C	-10	-2%	7%	-11%	-1	-10%
COc1ccc2c(=O)c3c(=O)n(Cc4ccco4)c(-c4ccco4)nc3oc2c1	9	-13%	/	-8%	-2	-28%
O=C(CCNC(=O)c1ccccc1Cl)NCC(c1ccco1)N1CCCC1 (stereo unspecified)	/	/	-1%	-25%	/	14%
COc1ccc(NC(=O)c2c(C(F)(F)F)nn(C)c2SCc2ccccc2Cl)cc1	-7	4%	-11%	-14%	-1	-6%
O=C(NCC1CCCO1)c1cccc(S(=O)(=O)N(Cc2ccccc2)c2ccccc2)c1 (stereo unspecified)	/	/	-2%	?	/	-1%
O=C(CN(C(=O)CNC(=O)c1ccco1)c1ccc(F)c(Cl)c1)NC1CCCCC1	-5	/	4%	5%	-4	-8%
CC(=O)Nc1ccc(N2CCc3c(C)c(C#N)c4nc5ccccc5n4c32)cc1	-3	-8%	48%[activator]	15%	-4	4%
C=CCNC(=O)c1ccccc1NC(=O)C1CC(=O)N(C(C)C)C1 (stereo unspecified)	/	2%	-2%	16%	-1	-18%
COc1ccc(C(=O)Nc2ccc(N3CCN(c4ccc(OC)cc4)CC3)c(C#N)c2)cc1	76	-3%	?	5%	5	7%
CCc1cc[n+](-c2nc3ccccc3nc2[N-]S(=O)(=O)c2ccc(Br)s2)cc1	44	-19%	?	-5%	13*	-1%
Cc1ccc(CN/C=C/C(=O)c2ccc(Br)cc2)cc1	60*	0%	38%[activator]	29%	37*	-18%
COc1cccc(-n2c(C)nn(CCOc3ccccc3)c2=O)c1	61	2%	27%	15%	13	22%
CCOc1cc(C2C(C#N)=C(N)OC(C)=C2C(C)=O)c(Br)c(Br)c1OC(C)C (stereo unspecified)	15	?	8.3µM*	3.3µM*	-3	-12%
COc1ccc(C(=O)C2CCCN(C(=O)c3ccccc3C(C)=O)C2)cc1F (stereo unspecified)	54	1%	?	9%	30*	-3%
CCCCn1c(=O)c(C(=O)Nc2ccccc2)c(O)c2ccccc21	-22	0%	13%	?	-2	?
Cc1ccc(N/C(N)=N/c2nc(CSc3nnc(N)s3)cc(=O)[nH]2)cc1	1	-14%	12%	0%	-2	7%
Cc1cc(NC(=O)Nc2ccccc2[N+](=O)[O-])no1	29	2%	100%[5.75 µM]	52%[activator]	16*	5%
CCN(CC)c1ccc(NC(=O)/C=C\c2ccccc2Cl)cc1	64*	3%	1µM*	?	27*	?
CCN(CC)c1nc2ccccc2[nH]c1=O	7	0%	46%[activator]	-2%	1	-5%
CCCCNCCOCCSc1ccc(Cl)cc1	-6	?	42%	?	-2	7.9µM*
Nc1nn(-c2ccccc2)nc1C(=O)OCc1ccccc1	48*	-3%	1%	-3%	27*	5%
COc1cc(-c2ccc(Nc3ccccc3C(=O)O)c(OC)c2)ccc1Nc1ccccc1C(=O)O	13	?	?	?	-1	3%
O=C(N/N=C/C=C/c1cccc([N+](=O)[O-])c1)c1ccncc1	46	16µM*	31%[activator]	-16%	5	18%
COc1cc(C)ccc1OCc1cc(C(=O)NC(C)Cn2cncn2)no1 (stereo unspecified)	81*	5%	?	-7%	65*	23%
CC(O)[C@H]1CNC(=S)N1CCc1cccc(F)c1 (stereo partly specified)	-6	3%	76%[activator]	44%[activator]	-5	5%
CC/C(=N\Nc1cccc2ccccc12)c1c(O)[nH]c(=O)[nH]c1=O	12	?	?	-18%	-1	?
CCCCCc1c(C)[nH]c2nc3ccccc3n2c1=O	19	3%	?	-29%	5	-8%
Cn1cccc1/C=N\NC(=O)c1cncc(Br)c1	17	-10%	2%	-5%	1	18%
Cc1cn(C2CCC(CO)O2)c(=O)[nH]c1=O (stereo unspecified)	-8	0%&1%	?	-4%	-1	15%
CCN(C(=O)C1CC1)C1CCS(=O)(=O)C1 (stereo unspecified)	/	/	1%	-7%	/	8%
CC(CCN(C)C)OC(=O)c1ccc(C(C)c2ccccc2)o1 (stereo unspecified)	50	-2%	?	11%	18*	0%
C=CCn1c(O)c(/C=C/C=Nc2ccccc2)c(=O)[nH]c1=O	-10	1%	43%[activator]	20%	-3	38%[activator]
O=C(O)c1cccc(NC2=C(N3CCOCC3)C(=O)c3ccccc3C2=O)c1	49	?	32%[activator]	7%	9	1%
CCOc1ccc(CO[C@@H]2O[C@H](CO)[C@@H](O)[C@H](O)[C@H]2NC(C)=O)cc1OC	-3	5%	?	35%[activator]	8	-6%
CCCc1c(C(=O)NNc2ccccc2OC)cnn1-c1ccccc1	41*	-20%	9.3µM*	?	23*	-17%
Cc1ccc2nc3c(cc(C(=O)NCC4CCCO4)c(=N)n3CC3CCCO3)c(=O)n2c1 (stereo unspecified)	-5	9%	54%[activator]	45%[activator]	-3	10%
COc1cccc(/C=N/NC(=O)c2ccoc2C)c1O	86*	5%	?	?	38*	10µM*
COc1ccc(OC)c(S(=O)(=O)Nc2ccc(-c3ccc4nnc(C)n4n3)cc2)c1	/	/	?	-27%	/	?
O=C(N/N=C/c1ccc[nH]1)c1sc2ccccc2c1Cl	146*	2%	6.6µM*	?	47*	?

Whole records as entered above. Order of screens: Shiga inhibitor | Giardia FBPA inh | Pf growth 96h | Pf growth 48h | Cycloheximide cs | HCV inhibitor
Cc1cc(NC(=O)Nc2ccccc2[N+](=O)[O-])no1 reads 29 | 2% | 100%[5.75 µM] | 52%[activator] | 16* | 5%
COc1ccc(OC)c(S(=O)(=O)Nc2ccc(-c3ccc4nnc(C)n4n3)cc2)c1 reads / | / | ? | -27% | / | ?

Continuation:
Molecule	Shiga inhibitor	Giardia FBPA inh	Pf growth 96h	Pf growth 48h	Cycloheximide cs	HCV inhibitor
Cc1cc(=O)[nH]c2c(C)c(N)ccc12	-3	-20%	?	2%	-4	10%
COc1ccc(-n2cnc3cc(N)ccc32)cc1	12	0%	?	?	13*	-6%
COc1cccc(NC(=O)CSc2nnc(CNC(=O)c3ccccc3F)o2)c1	-14	/	1%	18%	2	?
COc1ccc([C@@H](C)NC(=O)c2ccc3oc(C(C)C)nc3c2)cc1	74*	2%	0.66µM*	47%[activator]	50*	?
Cc1ccc(S(=O)(=O)N(C)c2ccccc2C(=O)N2CCCC2)cc1	-6	/	?	-15%	4	8%
Cc1ccc(C)c(NC(=O)c2ccc(S(=O)(=O)C(F)F)cc2)c1	23	-12%	-7%	10%	5	-8%
Cc1ccccc1NC(=O)Cn1cnc2c(oc3ccccc32)c1=O	-29	4%	?	7%	-5	4%
C[C@@H]1C=C(C(=O)NCc2nc3ccccc3[nH]2)O[C@H](OCc2ccc(CO)cc2)C1	12	7%	-10%	18%	-2	-3%
CCOc1ccc(C(=O)CCC(=O)N(CC)CC(=O)NCc2cccs2)cc1	/	/	-3%	13%	/	-12%
O=C(OCc1ccc(F)cc1Cl)c1ccccn1	19	15%	-22%	35%	20*	-2%
O=C(COC(=O)CC1CC2CCC1C2)NC(=O)NC1CCCC1 (stereo unspecified)	-17	-4%	21%	11%	-2	7%
O=C(CN1C(=O)/C(=C/c2ccc(F)cc2)SC1=S)N1CCN(CCc2ccccn2)CC1	-13	/	15µM*	8%	-1	?
Cc1noc(C)c1COc1ccc(C(=O)NCCc2ccccn2)cc1	-12	5%	-20%	-10%	12	-10%
CNC(=S)N1N=C(c2cccs2)CC1c1ccc(OC)cc1 (stereo unspecified)	-14	-17%	?	0%	-3	?
O=C(COC(=O)c1cc2ccccc2o1)NCc1ccco1	/	/	-18%	-17%	/	18%
COc1ccc(S(=O)(=O)N2CCC(C(=O)NCCCn3ccnc3)CC2)cc1C	-3	-6%	-8%	-5%	-3	11%
OC(Cn1c2ccccc2c2ccccc21)C[n+]1ccccc1 (stereo unspecified)	7	3%	5%	7.4µM*	21	-23%
CC(C)[C@H](NC(=O)N1CCn2c1nc1ccccc12)C(=O)NCc1ccco1	-6	5%	10%	12%	1	-5%
CCN1CCN(Cc2ccc(C)cc2)CC1	-10	-2%	5.2µM*	4%	-1	6%
O=c1c2ccccc2n(Cc2ccccc2F)c(=O)n1Cc1ccccc1F	-11	7%	12%	?	6	-11%
Cc1ccn2nc(S(=O)(=O)Nc3c(F)cccc3F)nc2n1	11	-4%	6%	12%	1	0%
CN(C)S(=O)(=O)c1ccc(C(=O)OCC(=O)Nc2cccnc2Cl)cc1	18	3%	-2%	32%[activator]	-1	13%
COCCN1Cc2cccc(C(=O)NC(C)CCc3ccco3)c2C1=O (stereo unspecified)	-16	-4%	-27%	0%	7	-9%
CCN1CCN(CCc2nc3cc([N+](=O)[O-])ccc3n2C)CC1	11	-2%	33%[activator]	-3%	1	3%
COc1ccc(OC)c(NC(=O)CSc2sc3c(O)cc(=O)[nH]c3c2C#N)c1	-6	-14%	-4%	19%	-6	-2%
O=C(c1ccccc1[N+](=O)[O-])N1CCC2(CC1)OCCO2	/	3%	8%	8%	-3	18%
Cc1ccc(S(=O)(=O)NC2=NCN(Cc3ccccc3)CN2)cc1	-16	-5%	/	15%	-7	1%

An excerpt from above in order of formula weight, ascending:
Molecule	Shiga inhibitor	Giardia FBPA inh	Pf growth 96h	Pf growth 48h	Cycloheximide cs	HCV inhibitor
CCN(CC)c1nc2ccccc2[nH]c1=O	7	0%	46%[activator]	-2%	1	-5%
O=c1c2ccccc2n(Cc2ccccc2F)c(=O)n1Cc1ccccc1F	-11	7%	12%	?	6	-11%
COc1ccc(S(=O)(=O)N2CCC(C(=O)NCCCn3ccnc3)CC2)cc1C	-3	-6%	-8%	-5%	-3	11%
O=C(CN1C(=O)/C(=C/c2ccc(F)cc2)SC1=S)N1CCN(CCc2ccccn2)CC1	-13	/	15µM*	8%	-1	?

Screens deposited in PubChem by National Center for Advancing Translational Sciences (NCATS).
